Screening data (PubChem BioAssay)
IEC-6 tox – counter-screen for KLF5 inhibitors: cytotoxicity in IEC-6 cells; AID 1825; hit rate 0.78% among 290,000; IEC-6 cytotoxicity, luminescence viability; inhibition, % at 5 µM; in the data active = inhibition above about 22%;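 note: 0% = plate median of test compound wells and 100% = cytotoxic reference compound wells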
Platelet DG rel – modulates dense granule release in human platelets; human platelet-rich plasma, SFLLRN dense granule ATP release, luminescence; inhibition, %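 (compounds screened at 7.5 µM in platelet-rich plasma)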; AID 1663; hit rate 0.22% among 300,000;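 active = mean replicate score, as percent of positive control, at or above 50; inconclusive = mean below 50 but at least one replicate at or above 50; inactive = mean and every replicate below 50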
AI-2 QS mod – modulates the Vibrio harveyi AI-2 quorum sensing system; Vibrio harveyi JMH597 AI-2 luminescence/OD600 ratio, 9 h; hits give low values; strain lacks LuxN and CqsS sensors; 0 = neutral-control median; activity change, % at 7.5 µM; hit rate 0.4% among 300,000; in the data active = activity change below about -75%, passing the limit was not always enough; inconclusive = no clear call, values can overlap the other calls;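 note: luminescence divided by OD600 gain over 9 h not by final OD600 alone; inactives centre near 13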
HSF1 activator – increases HSF-1 driven luciferase reporter signal; NIH3T3-HGL HSF-1 luciferase reporter, MG132, 8 h; 100% = twice DMSO control signal; activation, % at 9 µM; hit rate 1.7% among 300,000; AID 504408;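 active = mean replicate activation of at least 50% with a set share of replicates each reaching 50%; inconclusive = only one of those two conditions met; inactive = mean below 50% and too few replicates reaching it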;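 note: 0% = median of the neutral control wells and 100% = twice that signal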
HIF act – HIF pathway transcriptional activation; activation, % at 7.5 µM (by protocol); U2OS HRE-luciferase reporter, luminescence; normalized: DMSO 0%, desferrioxamine 100%; AID 1910; hit rate 0.32% among 300,000;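 active = mean activation of at least 10% of the iron chelator positive control signal, with at least half of replicates also reaching 10%; inconclusive = mean and replicate majority disagree about reaching 10%; inactive = mean and most replicates under 10%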
HDAC3 inh – inhibitors of human histone deacetylase 3; O15379; recombinant HDAC3, fluorogenic peptide/trypsin coupled, fluorescence; inhibition, % at 8.3 µM; hit rate 0.15% among 320,000; in the data active = inhibition above about 26%, passing the limit was not always enough; inconclusive = no clear call, values can overlap the other calls
Target sequence (O15379 whole entry, looked up): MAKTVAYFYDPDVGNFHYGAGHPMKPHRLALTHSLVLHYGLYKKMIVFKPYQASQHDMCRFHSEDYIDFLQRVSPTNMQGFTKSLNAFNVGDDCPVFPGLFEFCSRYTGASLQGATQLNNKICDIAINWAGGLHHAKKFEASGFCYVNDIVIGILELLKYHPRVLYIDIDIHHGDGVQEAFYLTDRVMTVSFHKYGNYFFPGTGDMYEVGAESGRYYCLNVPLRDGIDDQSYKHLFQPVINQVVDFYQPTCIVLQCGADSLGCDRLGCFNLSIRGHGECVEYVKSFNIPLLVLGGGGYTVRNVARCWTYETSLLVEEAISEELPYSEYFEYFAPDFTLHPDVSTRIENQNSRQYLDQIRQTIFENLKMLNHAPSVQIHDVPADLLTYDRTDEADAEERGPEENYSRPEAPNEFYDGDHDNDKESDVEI
HSP90 inh – HSP90 refolding inhibition in rabbit reticulocyte lysate; luciferase refolding luminescence, 3 h; inhibition, % at 5.6 µM; hit rate 0.91% among 290,000; AID 1789;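 active = inhibition above the screen-wide mean plus 3 SD, computed separately per campaign, cut at about 16% in these data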;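 note: 0% = DMSO wells and 100% = 60 µM geldanamycin wells; inhibitors lower the luminescence because luciferase stays unfolded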
KLF5 inh – inhibitors of KLF5 expression; DLD-1 KLF5 promoter-luciferase reporter, luminescence; hit rate 0.23% among 290,000; inhibition, % at 5 µM;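 active = inhibition above a per-plate limit of that plate's mean compound inhibition plus 3 SD, cut at about 60% in these data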;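 note: 0% = DMSO wells and 100% = LY294002 at 200 µM; higher means less KLF5 promoter-driven luciferase light; inactives centre near -14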
HSF1 inh – HSF1 inhibition; NIH3T3-HGL HSE-luciferase, MG132-induced, luminescence 8 h; hits give low values; activity change, negative = inhibition, % at 7.5 µM (by protocol); hit rate 0.77% among 300,000;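 active = more than half of replicate wells show activity change below -50%, luminescence cut by over half; inconclusive = some wells, but at most half, below -50%; inactive = no replicate well below -50%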;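 note: luciferase reports HSF-1 transcriptional activity via heat shock element; 0% = median of DMSO wells and -100% = zero luminescence signal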
aSyn 5UTR inh – MLPCN primary screen, SNCA 5' untranslated region; inhibition, % (tested at 7.5 µM); alpha-synuclein 5'UTR reporter, inhibitor activity; AID 1813; hit rate 0.82% among 300,000; in the data active = inhibition above about 60%; inconclusive = no clear call, values can overlap the other calls;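 note: H4 neuroglioblastoma cells stably carrying SNCA 5'UTR luciferase fusion; 0% = DMSO wells and 100% = positive control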
An asterisk follows results filed as active; ? = inconclusive; . = not tested or not shown.

SMILES | IEC-6 tox | Platelet DG rel | AI-2 QS mod | HSF1 activator | HIF act | HDAC3 inh | HSP90 inh | KLF5 inh | HSF1 inh | aSyn 5UTR inh
CCc1nc2nc(C)c(NS(=O)(=O)c3ccc(C4CCCCC4)cc3)c(=O)n2[nH]1 | 3 | -1 | 13 | 9 | 0.4 | 8 | -5 | -25 | 2 | 10
CCSc1nnc2ccc(-c3ccc(OC)c(OC)c3)nn12 | 10 | 15 | 8 | -8 | 0.1 | 3 | 0 | -36 | -6 | 62*
O=C(Nc1ccccc1)N(C1=NCCCCS1)c1cccc2ccccc12 | 2 | 2 | 1 | 5 | ? | 5 | -4 | -34 | -4 | -85
COc1cccc(/C=N/NC(=O)c2c(C)nc3ccc(Br)cn23)c1 | -5 | 11 | 14 | 27 | -0.3 | -7 | 0 | -22 | 18 | -20
COc1ccc(S(=O)(=O)N2CCCCC2)cc1-n1cnnn1 | -1 | 5 | 14 | -5 | -0.1 | 0 | -1 | -35 | -4 | 2
COCCN(C(=S)Nc1ccc(C)cc1)C(C)c1ccco1 (stereo not drawn) | 1 | -4 | 18 | -15 | 0.5 | 6 | -2 | -42 | 1 | -44
COc1ccc(N2CCN(C(=O)C3CCC(Cn4c(=S)[nH]c5ccccc5c4=O)CC3)CC2)cc1 (stereo not drawn) | 5 | 1 | 1 | 14 | 0.0 | 5 | 8 | -18 | 1 | 22
O=C(CSc1nc2ccccc2nc1SCC(=O)N1CCOCC1)N1CCOCC1 | -1 | 1 | 18 | -3 | -0.2 | 4 | -2 | -10 | -5 | 22
CCOC(=O)C1CCC2(CC1)C(C#N)=C(N)Oc1n[nH]c(C)c12 (stereo not drawn) | -7 | -1 | 14 | 11 | 0.0 | 1 | 1 | -44 | 1 | 16
CN(CCCC(=O)NCc1ccco1)S(=O)(=O)c1ccccc1 | -5 | 11 | 25 | -1 | -0.3 | 1 | 6 | -16 | 0 | -1
Cc1nc2c(ccc3nc(NC(=O)C4CC4)sc32)s1 | 10 | 0 | 15 | 25 | 4.0 | -2 | -5 | -24 | -3 | -121
COc1ccc(Cn2nnnc2C(c2cc3cc(C)ccc3[nH]c2=O)N2CCN(C)CC2)cc1 (stereo not drawn) | -5 | 3 | 11 | -16 | -0.1 | 1 | 0 | -20 | -11 | -5
CCN1/C(=C2/SC(=S)NC2=O)Sc2ccccc21 | 2 | 2 | 9 | 0 | -0.4 | -1 | 0 | -22 | -7 | 13
Cc1oc(-c2ccc(-c3ccccc3)cc2)nc1CN(C)C1CCOC1 (stereo not drawn) | -1 | 3 | 1 | -15 | 1.9 | -4 | 75* | -165 | 3 | -113
Cc1c(C(=O)O)oc2ccc(S(=O)(=O)NC3CCCCCCC3)cc12 | 0 | -5 | 15 | 9 | 0.2 | -8 | -1 | -14 | 1 | 1
CCC(=O)N1CCN(CCN=CC2=C(O)CC(c3cccs3)CC2=O)CC1 (stereo not drawn) | -8 | -11 | 25 | 2 | -0.6 | 1 | -1 | -27 | 3 | 21
Nc1ccccc1C(=O)Nc1ccc(Cl)cc1Cl | 0 | 2 | 5 | 0 | -0.4 | -10 | -2 | -97 | -7 | -120
Cc1cc(C(=O)NC2CCCc3ccccc32)c(C)o1 (stereo not drawn) | -4 | 7 | 10 | 15 | -0.5 | 1 | -1 | 7 | 2 | 7
COc1cc(C(=O)Nc2ccc(Cl)c([N+](=O)[O-])c2)cc(OC)c1OC | 3 | 1 | 40 | 6 | 0.3 | 2 | -4 | -36 | 7 | -2
CNc1ccccc1C(=O)OCC(C)=O | -1 | -2 | 1 | -13 | -1.2 | -27 | 0 | -11 | -1 | -24
COc1cccc(CNC(=O)CCC2CCCN(C(=O)c3cc(C)on3)C2)c1 (stereo not drawn) | -1 | 14 | 24 | -8 | 0.1 | 1 | -2 | -18 | -5 | 6
N#Cc1cccc(NC(=O)c2cncn2-c2ccccc2)c1 | -8 | -44 | 9 | 39 | -0.2 | -3 | -6 | -3 | 13 | -6
Cc1cc(C(=O)N2CCc3c([nH]c4ccccc34)C2c2c(F)cccc2Cl)no1 (stereo not drawn) | -7 | 11 | 8 | 11 | -0.2 | 4 | 3 | 15 | 10 | 1
Cc1cccc(N=Nc2c(O)[nH]c3ccc(Br)cc23)c1 | 1 | -1 | 22 | 15 | 0.9 | 2 | -1 | -32 | 7 | -72
O=C(CCSc1ccccc1)Nc1ccc(S(=O)(=O)Nc2ncccn2)cc1 | 3 | -2 | -79* | 6 | 0.2 | 6 | -3 | -12 | -8 | 15
CC(=O)c1c(C)[nH]c(C(=O)COC(=O)CCOc2ccc(C)cc2)c1C | . | 24 | 5 | 0 | -2.4 | ? | . | . | 5 | 11
CC(=O)Nc1ccc(S(=O)(=O)NCc2ccccn2)cc1 | 4 | -8 | 7 | . | . | . | 1 | -10 | . | 3
O=S(=O)(c1ccccc1)N1CCCc2ccccc21 | 8 | 9 | 2 | 8 | 1.8 | 0 | 2 | 2 | -1 | 6
Cc1ccc(OC(=S)Nc2ccccc2)c(C)c1 | 0 | -2 | 10 | 7 | -0.1 | 0 | 1 | -49 | 1 | -19
CCOC(=O)C1(Cc2ccccc2C(F)(F)F)CCN(CC2CC2)CC1 | 5 | -8 | 29 | 5 | 0.0 | 2 | 2 | -28 | -4 | -45
O=c1c2c(nc3cc(-c4ccc(Br)cc4)[nH]n13)CCCC2 | 2 | 10 | 9 | 44 | 1.5 | 5 | -2 | -136 | 22 | -95
Cc1nc(-c2nc(CC(=O)NNC(=O)c3ccc(Cl)cc3)cs2)cs1 | 3 | 3 | 12 | 26 | -0.1 | -1 | 0 | -3 | 8 | -13
Cc1cc(-c2n[nH]c(=S)n2/N=C/c2ccc(C)o2)n[nH]1 | 0 | -6 | 12 | 15 | -0.4 | 7 | 0 | -19 | -11 | -23
COc1ccc(C2c3c(noc3C)CC(C)(O)C2C(C)=O)cc1 (stereo not drawn) | 1 | 4 | 26 | 6 | -0.2 | -3 | 1 | -2 | 1 | 4
Cc1ccc(NC(=O)CCNC(=O)c2ccccc2Cl)nc1 | 4 | -5 | 6 | -5 | 0.3 | -5 | 1 | -31 | -8 | 7
O=C(NCC1CCC(C(=O)O)CC1)OCc1ccccc1 (stereo not drawn) | -5 | 2 | 25 | 19 | -0.1 | -3 | -1 | 1 | -10 | 4
COc1ccccc1NC(=O)CSc1nnc(C)n1Cc1ccccc1 | 4 | -5 | 17 | . | -0.1 | 0 | 2 | -11 | . | 28
CCc1cccc2c1NC(=O)C2(O)N1CCCC(C)C1 (stereo not drawn) | 1 | -3 | 17 | 5 | 0.3 | -3 | -2 | -29 | 4 | -11
CN(C)c1ccc(/C=C/c2nc3ccccc3c(=O)[nH]2)cc1 | 20 | 37 | 5 | -32 | 0.7 | -2 | 59* | 99* | -24 | 87*
COc1ccc2cc(C(=O)/C=C/c3cc(OC)c(OC)c(OC)c3)ccc2c1 | 2 | -6 | 15 | 95* | 0.9 | -2 | 12 | 14 | 55 | -62
CCOc1ccc(-n2c(N)c(-c3nc4ccccc4[nH]3)sc2=S)cc1 | 0 | -3 | 11 | 23 | 1.2 | -12 | 0 | -36 | 3 | -4
COc1ccc(C2C([N+](=O)[O-])=C(C)N(C)C(=O)N2C)cc1OC (stereo not drawn) | -4 | 0 | 8 | -11 | 0.3 | -2 | 0 | -5 | -7 | -5
COc1ccccc1NS(=O)(=O)c1cccc(N2CC(O)=C(c3ccccc3)C2=N)c1 | 4 | 9 | 4 | -9 | -0.4 | 4 | -3 | -8 | -2 | 27
COc1ccc(NC(=O)Cn2c(=O)n(-c3ccccc3)c(=O)c3oc4ccccc4c32)c(OC)c1 | -1 | -1 | 8 | -8 | 0.0 | -2 | 10 | -7 | -4 | 21
Cc1cc(C)c(C#N)c(N2CCN(S(=O)(=O)Cc3ccccc3)CC2)n1 | -8 | -9 | 22 | 7 | -0.3 | -12 | -5 | -20 | 1 | -4

One compound at a time, from the list above. Order of screens: IEC-6 tox, Platelet DG rel, AI-2 QS mod, HSF1 activator, HIF act, HDAC3 inh, HSP90 inh, KLF5 inh, HSF1 inh, aSyn 5UTR inh
Record of COc1ccc(N2CCN(C(=O)C3CCC(Cn4c(=S)[nH]c5ccccc5c4=O)CC3)CC2)cc1 (stereo not drawn) = 5, 1, 1, 14, 0.0, 5, 8, -18, 1, 22
Record of COCCN(C(=S)Nc1ccc(C)cc1)C(C)c1ccco1 (stereo not drawn) = 1, -4, 18, -15, 0.5, 6, -2, -42, 1, -44

The list goes on:
SMILES | IEC-6 tox | Platelet DG rel | AI-2 QS mod | HSF1 activator | HIF act | HDAC3 inh | HSP90 inh | KLF5 inh | HSF1 inh | aSyn 5UTR inh
Cc1ccc(C)c(NC(=S)N2CCC(NC(=O)c3cccc(F)c3)CC2)c1 | 3 | -1 | 31 | 3 | -0.1 | -3 | 3 | -18 | 6 | 17
COCCN(C(=O)COC(=O)C(c1ccccc1)c1ccccc1)c1c(N)n(Cc2ccccc2)c(=O)[nH]c1=O | . | 1 | 1 | -17 | -0.2 | -6 | . | . | -3 | 23
O=C(Cn1ncc2c3ccccc3n(Cc3ccccc3)c2c1=O)N1CCN(c2ncccn2)CC1 | 0 | -2 | 30 | 19 | -0.1 | -7 | 4 | -20 | 0 | 10
CC(Sc1nc(-c2ccccc2)cc(C(F)(F)F)n1)C(=O)Nc1sc2c(c1C#N)CCC2 (stereo not drawn) | 4 | 9 | 9 | 57* | -0.7 | -2 | -1 | -12 | 17 | 29
COc1ccc2[nH]c(O)c(N=O)c2c1 | -1 | -1 | 4 | 0 | -0.1 | 7 | -1 | -9 | -1 | 9
CCOC(=O)N1CCc2c(sc3c2c(=O)n(Cc2ccccc2)c(=O)n3Cc2ccccc2F)C1 | 0 | 15 | 0 | 5 | -0.2 | 8 | 6 | -8 | 9 | 22
COc1cccc(CN2CC(C(=O)N3CCCC3)CCC2=O)c1 (stereo not drawn) | -1 | -4 | 21 | -11 | -0.2 | 3 | -1 | -25 | -3 | 8
Cn1c(=O)cc(OCCCC(=O)NCc2cccnc2)c2ccccc21 | 11 | 17 | 7 | -6 | 0.3 | -5 | 2 | -20 | 5 | -21
CCOc1ccc(NC(=O)CN(C)C(=O)c2ccc3nc(CC)c(CC)nc3c2)cc1OCC | . | -5 | 33 | -4 | -0.2 | 8 | . | . | -3 | 24
COCCN(C(=O)COC(=O)CCc1ccccc1OC)c1c(N)n(Cc2ccccc2)c(=O)[nH]c1=O | . | 17 | -3 | -7 | -0.5 | 2 | . | . | -1 | 9
CCN1CCN(c2ccc(N=Cc3ccccc3O)cc2)CC1 | -7 | -5 | -14 | 4 | -1.4 | -1 | 0 | -29 | -8 | -1
CN(C(=O)COC(=O)c1ccccc1Nc1ccccc1)c1c(N)n(Cc2ccccc2)c(=O)[nH]c1=O | . | -5 | 3 | 9 | -0.6 | -1 | . | . | 0 | 30
O=C(O)C1C2CCC(C2)C1C(=O)N1CCCC1 (stereo not drawn) | -1 | 14 | 13 | 17 | 0.7 | 3 | -1 | -26 | -3 | -13
O=C(CSc1nnc(Cc2ccccc2)n1-c1cccc(Cl)c1)NNC(=O)Cc1ccccc1 | -2 | 15 | 24 | -9 | 0.2 | 0 | -7 | -3 | 0 | 0
Cc1cccc(OCCCC(=O)Nc2ccc(Br)cc2)c1 | -2 | -1 | 1 | 0 | -0.9 | -6 | 1 | -35 | 1 | -7
